High-throughput results deposited in PubChem by Broad Institute.
XiGFP reactiv: activators of inactive X chromosome reactivation, primary screen, imaging, XiGFP fibroblasts, GFP high-content imaging, set 2; XiGFP mouse fibroblasts, % GFP-positive cells imaging, 3 d; cells co-treated with 5-aza-dC sensitizer; scaled so ellipticine positive control = 100%; activation, % at 7.58 µM; 360,000 compounds, 0.055% hits;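 active = mean normalized replicate activation at least 10% and every replicate at or above 10%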;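 also: 0% = median of on-plate neutral control wells and 100% = ellipticine 6 µM median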
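Material: XiGFP fibroblasts, SV40-immortalized. Buffer or medium: DMEM plus 5-aza-dC sensitizer. Compound: single concentration per compound, delivered by pin transfer. Times: 3 days compound exposure. Controls: ellipticine 6 µM.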
RAD54 inh: inhibitors of human RAD54 branch migration, primary screen, biochemical, fluorescence, single point; AID 602329, 2012; RAD54 Holliday junction branch migration, FAM/BHQ fluorescence; DNA repair and recombination protein RAD54-like (Homo sapiens), Q92698; inhibition, % at 10.4 µM; 360,000 compounds, 0.14% hits;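 active = mean normalized replicate activity at least 40 and at least half of replicates scoring 40 or more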;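 also: 0% = median of neutral control wells and 100% = median of positive control wells; inhibitors cause a drop in the FAM fluorescence signal; in these data hits start at about 50%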
INS-1E GSIS act: GLuc luminescence reporter in INS-1E cells, primary screen for activators of glucose-dependent secretion of insulin; activation, % at 16.6 µM; 370,000 compounds, 0.61% hits; INS-1E GLuc reporter insulin secretion, 2-3 h;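 active = lowest replicate activation of at least 40%, so every replicate reaches that level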;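 also: 0% = median of neutral control wells and 100% = median of IBMX positive control wells; some compounds called inactive have numbers as strong as hits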
esBAF inh: Bmi1 luciferase reporter increase in mESCs, primary screen, esBAF inhibitor project, mouse ES cells, Bmi1 luciferase knock-in, single point. reporter increase, % at 12.5 µM. 350,000 compounds, 2% hits. AID 602393, 2012. 24 h; 100% = twice the neutral-well signal; in the data active = activation above about 40%;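 also: 0% = median of the plate's neutral control wells and 100% = double that signal; a rise in the Bmi1 reporter signal indicates esBAF inhibition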
ARNT TACC3 PPI: disruptors of ARNT/TACC3 protein interaction, primary screen, biochemical, AlphaScreen, single concentration | Transforming acidic coiled-coil-containing protein 3 (Homo sapiens), Q9Y6A5 | AlphaScreen His-ARNT PAS-B/GST-TACC3 binding, luminescence; TACC3 fragment carries E629A point mutation | inhibition, % at 9.99 µM | 390,000 compounds, 0.66% hits | AID 623870, 2012;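 active = mean inhibition of replicates at least 50% and at least half of replicates each reaching 50%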;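 also: 0% = complete ARNT plus TACC3 wells and 100% = ARNT alone without TACC3; many hits fall short of the cut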
ERAP1 HTS inh: human ERAP1 aminopeptidase inhibitors, primary screen, biochemical, single point, plate reader; Endoplasmic reticulum aminopeptidase 1 (Homo sapiens), Q9NZ08; recombinant ERAP1, Leu-AMC fluorescence, 60 min; inhibition, % at 10.7 µM; 340,000 compounds, 0.15% hits;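 active = mean replicate inhibition of at least 30%, or all replicates individually reaching that 30% level; inactive = mean below 30% and not every replicate reaching it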;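 also: 0% = neutral control wells and 100% = L-leucinethiol positive control wells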
RAD52 inh: RAD52 DNA annealing inhibitors, primary screen, biochemical, FRET, single point, set 2; recombinant RAD52 DNA annealing, FRET fluorescence; 360,000 compounds, 0.46% hits; DNA repair protein RAD52 homolog (Homo sapiens), P43351; inhibition, % at 18.7 µM; AID 651710, 2012;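 active = every replicate showing at least 50% inhibition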
Target sequence (P43351 whole entry, looked up): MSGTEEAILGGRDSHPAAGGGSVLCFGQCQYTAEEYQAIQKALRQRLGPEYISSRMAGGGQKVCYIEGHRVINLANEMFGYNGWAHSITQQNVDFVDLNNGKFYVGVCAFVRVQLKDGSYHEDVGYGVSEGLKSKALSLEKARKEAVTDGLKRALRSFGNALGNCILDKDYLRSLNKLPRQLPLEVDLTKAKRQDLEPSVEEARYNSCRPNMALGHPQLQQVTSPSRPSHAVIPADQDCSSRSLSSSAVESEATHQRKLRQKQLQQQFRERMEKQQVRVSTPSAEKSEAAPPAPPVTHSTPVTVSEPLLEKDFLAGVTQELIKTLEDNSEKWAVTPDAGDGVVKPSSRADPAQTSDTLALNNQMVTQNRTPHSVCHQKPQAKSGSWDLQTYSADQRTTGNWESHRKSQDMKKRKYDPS
F508del corr: F508del CFTR correction, initial screen, CFBE line, single point; CFBE cells, YFP halide quenching; stimulated with forskolin plus potentiator P3; % fluorescence drop versus neutral controls; 350,000 compounds, 0.36% hits; activity (quench increase), % at 7.58 µM; AID 720511, 2013;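 active = mean added fluorescence quench of at least 8% versus neutral control, with both replicates also reaching 8%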;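 also: cells transiently co-express mutant CFTR-F508del with the halide-sensitive YFP; corrector assay measuring rescue of mutant channel to the surface after 24 h compound exposure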
Numbers without * were called inactive; · = no result given; & = joins results of further samples.

SMILES | XiGFP reactiv | RAD54 inh | INS-1E GSIS act | esBAF inh | ARNT TACC3 PPI | ERAP1 HTS inh | RAD52 inh | F508del corr
COc1ccc(-c2cc(OC)c3c(C)oc(C)c3c(=O)c2)cc1OC | · | -34 | 5 | 2 | 10 | 6 | -42 | 5.0
O=C(COC(=O)c1ccc2[nH]c3c(c2c1)CCCC3)Nc1ccccc1Cl | 0.0 | · | 1 | 1 | 0 | -3 | -10 | -4.1
CCCNC(=O)C1(C)CCCN(Cc2cccc(C#N)c2)C1 (stereo not given) | 0.0 | 8 | 21 | -5 | · | 5 | -17 | -0.6
O=C1CCC(=O)N1c1ccccc1OS(=O)(=O)c1ccccc1 | 0.1 | 0 | -1 | 0 | 4 | -2 | -5 | 2.4
Cc1c(Cc2ccc3c(c2)OCO3)sc(NC(=O)c2ccccc2)c1C(N)=O | -0.1 | -3 | · | 0 | -2 | 1 | -18 | -5.3
C/C(=N/NC(=O)c1cccc(N2CCCC2=O)c1)c1ccc(Br)cc1 | 0.3 | -2 | 30 | 12 | -2 | 1 | -14 | -0.3
Cc1cc(Oc2ccc(=O)[nH]n2)nc(Cl)n1 | -0.1 | -2 | 16 | 0 | -4 | · | -18 | -0.2
COc1cccc(C#Cc2cnc3c(c2)C(=O)N([C@@H](C)CO)C[C@H](C)[C@@H](CN(C)C(=O)C2CCCCC2)O3)c1 | 0.4 | -5 | -5 | 1 | -5 | 1 | -5 | 0.4
COc1ccc(NC(=O)Nc2ccc3c(c2)C(=O)N([C@@H](C)CO)C[C@H](C)[C@@H](CN(C)C(=O)Nc2ccc(F)cc2)O3)cc1 | 0.1 | -3 | 8 | 0 | -5 | 4 | -6 | -3.2
NC(=S)N/N=C/c1ccc(-c2cc(Cl)ccc2Cl)o1 | · | 5 | 2 | 1 | 11 | 0 | -22 | -0.9
CCO[C@H]1OC(C(=O)NCc2nc3ccccc3[nH]2)=C[C@@H](c2csc3ccccc23)[C@@H]1CCCO | -0.1 | -4&-3 | -14 | 0 | 15&3 | 1&2 | -3&-5 | 3.8&-2.3
Cc1c(CN2CCCC(C(=O)Nc3cccc(-n4cccn4)c3)C2)cnn1C (stereo not given) | 0.0 | 3 | 9 | -5 | -3 | 2 | -7 | 1.5
Cc1ccc(S(=O)(=O)N2CC[C@@H]3[C@H]2c2cc(-c4ccccc4F)ccc2N(C)[C@H]3CO)cc1 | 0.0 | -3 | 8 | 5 | 8 | -1 | 27 | -1.2
CCCC(=O)Nc1ccc2c(c1)C(=O)N(C)[C@@H]1CC[C@H](CC(=O)NCc3ccccc3F)O[C@@H]1CO2 | 0.4 | 5 | -5 | -6 | -5 | · | · | -0.1
O=C1CC2(CCN(C(=O)c3ccccc3F)CC2)Oc2ccccc21 | 0.2 | -12 | 2 | -4 | -5 | -6 | -11 | -0.4
CC(=O)NS(=O)(=O)c1ccc(NS(=O)(=O)c2ccc3ccccc3c2)cc1 | 0.9 | -15 | 12 | 0 | -5 | 1 | -13 | 1.8
Cc1ccc(-c2cc(C(=O)N3CCCCC3)c3ccccc3n2)cc1C | 0.1 | 9 | -14 | 9 | -2 | 2 | -14 | 0.4
O=C(CCCc1nc(-c2ccc(Cl)cc2)no1)NCC1CCCO1 (stereo not given) | 0.2 | -2 | -25 | -4 | 5 | -3 | -9 | -2.3
O=S(=O)(c1cccs1)N1CCCCN2[C@H](CO)[C@H](c3ccc(C4=CCCCC4)cc3)[C@H]2C1 | · | -3 | · | · | 5 | 3 | 57* | -0.8
CNc1nc(SC)nc2ccccc12 | 0.3 | · | 18 | · | -10 | -2 | -7 | -1.5
CSCC(C)N1CCC(n2nccc2NC(=O)CCOc2ccccc2)CC1 (stereo not given) | 0.3 | -9 | 13 | · | -2 | -2 | -32 | -2.6
COc1ccc(S(=O)(=O)Nc2cc(C)ccn2)cc1OC | · | 2 | 11 | -6 | 3 | -1 | -10 | 2.7
CCOC(=O)C1(C)NC(c2ccco2)C2C(=O)N(CC)C(=O)C21 (stereo not given) | 0.1 | · | 6 | · | -3 | -3 | -4 | -2.9
COc1ccc(CN(C)C[C@@H]2Oc3ccc(NS(=O)(=O)c4ccccc4)cc3C(=O)N([C@@H](C)CO)C[C@H]2C)cc1 | -0.2 | -16 | -4 | -2 | -14 | 0 | 0 | -0.2
CC(=O)Nc1ccc(NC(=O)C(C)N(C)CC(=O)Nc2ccccc2Br)cc1 (stereo not given) | 0.1 | 6 | -2 | 7 | -9 | -2 | -10 | -1.7
C[C@@H]1CN([C@H](C)CO)C(=O)c2cc(NC(=O)Nc3ccc(C(F)(F)F)cc3)ccc2O[C@@H](C)CCCCO[C@@H]1CN(C)S(=O)(=O)c1ccccc1 | 0.1 | 5 | 3 | 6 | -3 | 4 | 2 | 6.6
CCN(CC)CCCNC(=O)CNC(=O)c1nn(-c2ccc(OC)c(OC)c2)c(=O)c2ccccc12 | 0.4 | -41 | 15 | -7 | -1 | 1 | 0 | 3.5
Cc1cc(C(=O)Nc2cccc3c2O[C@H](CN(C)C(=O)Nc2ccc4c(c2)OCO4)[C@@H](C)CN([C@@H](C)CO)C3=O)n(C)n1 | -0.3 | 11 | -1 | 4 | -9 | 1 | -2 | -3.4
COc1ccc(NC(=O)Nc2ccc3c(c2)C(=O)N([C@H](C)CO)C[C@@H](C)[C@H](CN(C)S(=O)(=O)c2cccs2)OCCCC[C@H](C)O3)cc1 | -1.1 | -4 | -3 | 10 | 0 | -2 | -8 | -1.1
Cc1noc(C)c1S(=O)(=O)Nc1ccc2c(c1)C(=O)N([C@@H](C)CO)C[C@H](C)[C@H](CN(C)CC1CCCCC1)O2 | 0.1 | 2 | -8 | -2 | -5 | 1 | 7 | -2.1

Profiles from above. Order of values: XiGFP reactiv	RAD54 inh	INS-1E GSIS act	esBAF inh	ARNT TACC3 PPI	ERAP1 HTS inh	RAD52 inh	F508del corr
Cc1cc(C(=O)Nc2cccc3c2O[C@H](CN(C)C(=O)Nc2ccc4c(c2)OCO4)[C@@H](C)CN([C@@H](C)CO)C3=O)n(C)n1 across the screens: -0.3	11	-1	4	-9	1	-2	-3.4
CCOC(=O)C1(C)NC(c2ccco2)C2C(=O)N(CC)C(=O)C21 (stereo not given) across the screens: 0.1	·	6	·	-3	-3	-4	-2.9

(list continues)
SMILES | XiGFP reactiv | RAD54 inh | INS-1E GSIS act | esBAF inh | ARNT TACC3 PPI | ERAP1 HTS inh | RAD52 inh | F508del corr
CC(=O)N1CCCc2cc(S(=O)(=O)Nc3cccc(C)c3C)ccc21 | 0.1 | 0 | 28 | 0 | 0 | -1 | -5 | 1.5
CCOc1ccccc1N1C(=O)CC(Sc2ncccc2C(=O)O)C1=O (stereo not given) | · | -7 | 3 | -7 | -2 | -1 | 4 | -4.6
CCOC(=O)N1CCC(N(CCN(C)C)C(=S)Nc2cc(Cl)cc(Cl)c2)CC1 | 0.0 | -9 | 12 | · | -1 | -1 | -12 | -0.8
Cc1nc(-c2ccccc2)sc1-c1ccnn1C | 0.0 | · | 1 | · | -3 | 0 | -17 | -2.2
O=C(O)COc1ccccc1/C=N/Nc1ccc(S(=O)(=O)N2CCOCC2)cc1[N+](=O)[O-] | -0.1 | -5 | 23 | -1 | 6 | 7 | 2 | -1.0
N#Cc1ccc(-c2ccc(C3[C@@H]4CN(S(=O)(=O)c5ccccc5F)C[C@H]3N4)cc2)cc1 (stereo not given in full) | 0.0&0.1 | · | 8&7 | · | · | -3 | -46&-16 | 1.6&2.4
CCN(C(=O)CSc1nnc(-c2ccc(C)cc2)n1N)c1c(N)n(Cc2ccccc2)c(=O)[nH]c1=O | -0.1 | 5 | 29 | -4 | -5 | 0 | -10 | -1.4
COc1ccccc1-c1nc2cc(Cl)ccc2c(=O)n1O | 0.1 | 2 | 5 | -2 | -7 | 6 | 2 | 1.7
Cn1c(NC(=O)c2ccc(S(=O)(=O)N3CCOCC3)cc2)cc(=O)n(C)c1=O | 0.6 | -11 | 10 | -3 | 4 | 1 | -6 | ·
Cc1cc(OC(=O)c2cc(Br)ccc2Cl)c([N+](=O)[O-])c(=O)[nH]1 | 0.5 | -1 | 9 | 5 | 15 | -6 | -12 | -1.0

Random excerpt: 3 records from the list, in no set order.
SMILES | XiGFP reactiv | RAD54 inh | INS-1E GSIS act | esBAF inh | ARNT TACC3 PPI | ERAP1 HTS inh | RAD52 inh | F508del corr
N#Cc1ccc(-c2ccc(C3[C@@H]4CN(S(=O)(=O)c5ccccc5F)C[C@H]3N4)cc2)cc1 (stereo not given in full) | 0.0&0.1 | · | 8&7 | · | · | -3 | -46&-16 | 1.6&2.4
CSCC(C)N1CCC(n2nccc2NC(=O)CCOc2ccccc2)CC1 (stereo not given) | 0.3 | -9 | 13 | · | -2 | -2 | -32 | -2.6
O=S(=O)(c1cccs1)N1CCCCN2[C@H](CO)[C@H](c3ccc(C4=CCCCC4)cc3)[C@H]2C1 | · | -3 | · | · | 5 | 3 | 57* | -0.8

Continued.
SMILES | XiGFP reactiv | RAD54 inh | INS-1E GSIS act | esBAF inh | ARNT TACC3 PPI | ERAP1 HTS inh | RAD52 inh | F508del corr
Cc1ccc(Cl)cc1NC(=O)CON=C(N)c1ccccc1 | -0.2 | 2 | -5 | -1 | 38 | 0 | -18 | 2.8
Cc1cccc(C)c1NC(=O)Cn1nnnc1N | 0.1 | -1 | 2 | 7 | -1 | -4 | -13 | -1.4
Cc1cccc(OCC(=O)Nc2cccc(C(=O)NCC(C)C)c2)c1 | 0.0 | 5 | -1 | -1 | 1 | · | · | ·
Cc1cccc2c(N=Nc3ccc(S(=O)(=O)Nc4cccc(Cl)c4)cc3[N+](=O)[O-])c(O)[nH]c12 | 0.0 | · | 14 | · | 4 | -2 | -15 | -1.5
CCC1S/C(=N/N=C/c2ccco2)N(c2ccc(F)cc2)C1=O (stereo not given) | -0.1 | · | 21 | · | 1 | -4 | -9 | ·
Cc1nn(C)cc1S(=O)(=O)N1CCN(c2ccccc2)CC1 | -0.1 | -8 | 6 | 0 | -1 | 2 | -15 | 1.9

Part of the list above in order of SMILES length, largest number first.
SMILES | XiGFP reactiv | RAD54 inh | INS-1E GSIS act | esBAF inh | ARNT TACC3 PPI | ERAP1 HTS inh | RAD52 inh | F508del corr
Cc1cc(OC(=O)c2cc(Br)ccc2Cl)c([N+](=O)[O-])c(=O)[nH]1 | 0.5 | -1 | 9 | 5 | 15 | -6 | -12 | -1.0
Cc1cccc(OCC(=O)Nc2cccc(C(=O)NCC(C)C)c2)c1 | 0.0 | 5 | -1 | -1 | 1 | · | · | ·
Cc1nn(C)cc1S(=O)(=O)N1CCN(c2ccccc2)CC1 | -0.1 | -8 | 6 | 0 | -1 | 2 | -15 | 1.9
Cc1cccc(C)c1NC(=O)Cn1nnnc1N | 0.1 | -1 | 2 | 7 | -1 | -4 | -13 | -1.4
